APE1 inh: APE1 (human) endonuclease inhibition | P27695 | recombinant APE1, TAMRA/BHQ-2 abasic DNA cleavage fluorescence | Potency, µM (doses to about 65.8 µM), inactives show top-dose activity change, negative = inhibition, most hits filed as inhibitors | hit rate 0.35% among 350,000;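 note: potency is the fitted concentration of half-maximal effect; plate controls were vehicle for no effect and reference inhibitor for full effect; nearly all actives have a fitted effect of over 55% in size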
Target sequence (P27695 whole entry, looked up): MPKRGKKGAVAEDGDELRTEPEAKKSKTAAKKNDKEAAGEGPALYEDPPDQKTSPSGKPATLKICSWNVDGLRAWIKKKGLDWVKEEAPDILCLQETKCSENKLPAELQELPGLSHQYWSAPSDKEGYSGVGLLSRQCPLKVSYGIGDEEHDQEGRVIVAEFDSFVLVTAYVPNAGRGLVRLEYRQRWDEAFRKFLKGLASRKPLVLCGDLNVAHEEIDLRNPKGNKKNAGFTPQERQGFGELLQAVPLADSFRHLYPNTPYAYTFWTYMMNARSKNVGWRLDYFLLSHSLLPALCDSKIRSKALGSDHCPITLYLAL
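Activity was derived from the fluorescence gain between first and third kinetic reads (60 s intervals, ex 525/em 598 nm) after 50 nM THF-abasic TAMRA/BHQ-2 duplex was added to 0.75 nM APE1 preincubated 15 min with compound.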
GRP78 ERSR act: induces the endoplasmic reticulum stress response in human glioma cells | U87-MG GRP78 promoter luciferase reporter, 16 h | Potency, µM, inactives show at the highest dose activation, actives largely listed as activators | hit rate 0.02% among 420,000; note: potency is the fitted concentration of half-maximal effect; series mostly up to about 76 µM; % of control where 0% means no effect; nearly all actives have a fitted effect of over 35% in size
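Stably transfected U87-MG human glioma cells carrying a GRP78-based luminescent sensor were seeded at 1000 cells/well, pin-dosed with compounds and incubated 16 h. Luciferase reagent was then added, and end-point luminescence was read after 10 min at room temperature.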
BLM inh: blocks DNA unwinding by human BLM helicase | hit rate 0.2% among 350,000 | Potency, µM (highest dose often 56.1 µM), inactives show top-dose activity change, negative = inhibition, hits mostly inhibitors | recombinant BLM DNA unwinding, fluorescence dequenching | AID 2528;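 note: potency is the fitted concentration of half-maximal effect; plate controls were vehicle for no effect and no enzyme for full effect; nearly all actives have a fitted effect of over 35% in size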
Anesthetic bind: binds horse apoferritin like a general anesthetic; P02791; apoferritin/1-aminoanthracene competitive binding, fluorescence; Potency, µM (series often up to 77.5 µM), inactives show at the top dose activity change, negative = displacement, usual class: inhibitors; hit rate 0.074% among 350,000; AID 485281; note: potency is the fitted concentration of half-maximal effect; % is set by controls: 0 for no effect and ±100 for the full control effect; nearly all actives have a fitted effect of over 20% in size
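10 uM apoferritin + 50% sat. 1-AMA, PBS; cpd 10 min RT; Ex380/Em535 endpoint; normalized to free probe vs complex; 4-param Hill fit; propofol titration as pos. ctrl.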
POLI inh: blocks human DNA polymerase iota activity; AID 588590; Q9UNA4; Pol iota fluorescent replication assay, 10 min; Potency, µM (top dose mostly 115 µM), for the others: at the highest dose activity, negative = inhibition, usual class: inhibitors; hit rate 1% among 390,000; note: potency is the fitted concentration of half-maximal effect
Target sequence (Q9UNA4 whole entry, looked up): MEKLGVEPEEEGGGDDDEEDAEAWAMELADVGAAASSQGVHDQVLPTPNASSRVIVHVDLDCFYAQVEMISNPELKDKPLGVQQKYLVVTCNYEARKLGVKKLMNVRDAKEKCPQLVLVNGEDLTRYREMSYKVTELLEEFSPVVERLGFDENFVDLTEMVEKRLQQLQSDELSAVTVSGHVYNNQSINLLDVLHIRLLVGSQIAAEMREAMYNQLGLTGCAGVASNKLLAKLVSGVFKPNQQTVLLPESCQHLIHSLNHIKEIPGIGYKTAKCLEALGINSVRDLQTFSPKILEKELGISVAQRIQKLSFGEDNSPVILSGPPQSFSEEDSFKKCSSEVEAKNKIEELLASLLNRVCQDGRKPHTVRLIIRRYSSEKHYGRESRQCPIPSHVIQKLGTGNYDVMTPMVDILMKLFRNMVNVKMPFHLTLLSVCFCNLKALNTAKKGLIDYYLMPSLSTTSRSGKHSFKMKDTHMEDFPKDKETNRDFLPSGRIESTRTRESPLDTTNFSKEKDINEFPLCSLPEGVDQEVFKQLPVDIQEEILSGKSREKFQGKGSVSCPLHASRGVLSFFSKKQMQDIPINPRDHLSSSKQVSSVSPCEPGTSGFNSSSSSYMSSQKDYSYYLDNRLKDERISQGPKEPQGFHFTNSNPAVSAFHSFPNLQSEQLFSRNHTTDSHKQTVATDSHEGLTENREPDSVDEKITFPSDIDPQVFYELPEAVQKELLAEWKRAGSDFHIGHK
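Pol iota at 10 nM preincubated 15 min with compounds at room temperature; reaction started with fluorescent substrate, 50 nM final. Fluorescence read kinetically at 0 and 10 min; buffer-only wells as negative control.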
Pol eta inh: DNA polymerase eta (human) inhibition; Q9Y253; recombinant Pol eta, fluorescent DNA replication assay; Potency, µM (doses to about 114 µM), for the others: top-dose activity change, negative = inhibition, hits mostly inhibitors; hit rate 1.2% among 390,000; AID 588591; note: potency is the fitted concentration of half-maximal effect; % is set by controls: 0 for no effect and ±100 for the full control effect
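Pol eta (10 nM) was preincubated with compounds for 15 min at room temperature, after which fluorescent replication substrate (50 nM final) was added to start the reaction. Fluorescence was read kinetically at 0 and 10 min.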
LDHA inh: LDHA (human) enzyme inhibition; purified LDHA, NADH/diaphorase-resazurin fluorescence; active compounds read low; activity change, % (values are at about 110 or 230 µM); hit rate 0.15% among 480,000; AID 1347041; in the data active = activity change below about -30%; inconclusive = mostly about -25% to -30%;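 note: plate controls were DMSO wells for no effect and wells without enzyme for full effect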
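Resorufin fluorescence (ex540/em590), read at 0 and 20 min after diaphorase/resazurin addition, reports the NADH left after a 5 min room-temperature reaction of 2 nM human LDH5 with 0.06 mM NADH and 0.2 mM pyruvate.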
POLK inh: DNA polymerase kappa (human) inhibition | hit rate 0.53% among 400,000 | purified Pol kappa, fluorescent DNA synthesis assay, 10 min | Potency, µM (doses to about 107 µM), inactives show at the top dose activity, negative = inhibition, actives largely listed as inhibitors; note: potency is the fitted concentration of half-maximal effect; % is set by controls: 0 for no effect and ±100 for the full control effect
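Enzyme at 10 nM met test compounds for 15 min at room temperature. Substrate addition (50 nM final) began the reaction, which was monitored by fluorescence at 0 and 10 min.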
Pol beta inh: blocks human DNA polymerase beta activity | Pol beta primer extension/strand displacement, fluorescence kinetic | Potency, µM (titrated, usually from 114 µM), without a hit: at the highest dose activity change, negative = inhibition, usual class: inhibitors | hit rate 1.3% among 340,000 | AID 485314; note: potency is the fitted concentration of half-maximal effect; % is set by controls: 0 for no effect and ±100 for the full control effect
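Values derive from four-parameter Hill fits of normalized kinetic data: reads at 0 and 10 min following addition of 50 nM substrate to 10 nM Pol beta preincubated 15 min with compound.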
Numbers without * were called inactive; ? = inconclusive; nt = no result given; & = joins results of further samples; [ ] = another dose, or the depositor's remark. Unless noted, calls come from the whole dose curve; as a rule, active = well fitted curve in the direction sought with a large enough effect; inconclusive = small, poorly fitted or top-dose-only effect, or another doubt; inactive = no such curve, though single readings can be large; an effect the other way counts as inactive or inconclusive. Some of the compounds tested, so the mix of outcomes need not match the whole.

SMILES	APE1 inh	GRP78 ERSR act	BLM inh	Anesthetic bind	POLI inh	Pol eta inh	LDHA inh	POLK inh	Pol beta inh
CCOC(=O)c1[nH]c(C)c(C(=O)Nc2ccc(C)cc2C)c1C	12.4%	8.5%	2.9%	-1.9%	30.1%[activator]	-12.1%	-8.3	-9.7%	2.6%
O=S(=O)(Cc1noc(-c2ccc(OC(F)(F)F)cc2)n1)c1ccc(F)cc1	-1.9%	1.0%	-3.9%	-17.1%	6.7%	-2.4%	0.8	-12.0%	1.2%
CCOc1ccc(C(=O)N2CCCC2)cc1OC	0.0%	1.5%	-5.5%	24.3%	14.6%	-9.9%	2.3	-9.4%	1.6%
CCC1=C(OC(=O)N(CC)CC)N2C(=O)OC(=NCCc3c[nH]c4ccccc34)[C@]2(Cc2ccccc2)[C@H]2C1=CC[C@H]1C(=O)N(c3ccccc3)C(=O)[C@H]12	-7.4%&-2.6%	-0.3%	-6.2%&-5.2%	-23.9%&-17.0%	?	-23.3%	-3.9	-14.3%	13.0%
CCOC(=O)C1=C(COC(=O)c2ccc(C)c(S(=O)(=O)N3CCOCC3)c2)NC(=O)NC1C (configuration not stated)	-2.3%	-2.9%	nt	nt	28.8%	-10.8%	-10.2	-10.2%	nt
COc1ccc(NC(=O)c2cc3sccc3n2Cc2ccc(F)cc2)cc1OC	-3.2%	8.4%	-14.2%	-2.8%	-9.8%	-17.9%	-0.4	-4.0%	0.3%
CC/C=C/C(=O)N1CC2(CC(c3cccc(NC(=O)CC)c3)=NO2)C[C@H]1C(N)=O (some centres not stated)	3.0%	-0.5%	-1.1%	-9.7%	13.9%	-4.4%	-4.5	-12.6%	20.9%
O=C(CNC(=O)c1ccco1)OCc1ccc(C(=O)Oc2ccccc2)cc1	-7.0%	6.2%	-8.4%	?	2.7%	-1.6%	-1.0	-0.8%	-10.1%
COCCn1cc(C(=O)N2CCC(C)CC2)c2c3ccccc3n(C)c2c1=O	1.4%	-2.8%	-4.2%	-15.8%	25.9%	-6.9%	-4.0	-9.4%	32.5%
CCOC(=O)c1c(C)[nH]c(C)c1C(=O)COC(=O)c1cccc(S(=O)(=O)NC)c1	1.2%	-2.3%	-1.6%	-12.4%	37.2%[activator]	-11.1%	-2.0	-12.9%	0.9%
COc1ccccc1CN(C(=O)c1cnccn1)C(C(=O)NC1CCCCC1)c1cc(OC)c(OC)c(OC)c1 (configuration not stated)	10.6%	1.9%	-3.5%	-5.4%	17.5%	-2.9%	-2.4	-2.0%	41.9%
Cn1c(=O)c2c(ncn2CC(=O)OCC(=O)NCCc2ccccc2)n(C)c1=O	31.7%	-1.9%	nt	nt	14.9%	-3.0%	-1.4	-10.6%	nt
Cc1cccc(NC(=O)C(C)N2C(=O)C3C4CC(C(Br)C4Br)C3C2=O)c1 (configuration not stated)	-10.4%	0.7%	-0.9%	?	-1.0%	-15.3%	0.5	-3.7%	-11.2%
CSc1nc(NNC=O)cc(Oc2ccc(NC(C)=O)cc2)n1	-1.8%	-3.7%	-4.3%	-7.8%	21.7%	-24.0%	-0.3	-3.7%	35.1%
NC(=O)c1ncc(C(F)(F)F)cc1Oc1cccc(F)c1	0.9%	-2.4%	-4.9%	-3.9%	24.0%	1.2%	0.5	-3.8%	3.6%
COc1ccc(CNc2ncnc3c2c(-c2ccccc2)cn3-c2cccc(C)c2)cc1	nt	-2.1%	-4.7%	-12.6%	1.7%	-2.5%	-7.8	-10.3%[60.1 µM]	-15.1%
COc1ccc(NC(=O)CCC(=O)Nc2nnc(C3CCCCC3)s2)c(OC)c1	20.2%	-1.8%	-1.7%	-2.6%	3.5%	1.5%	-1.1	-13.5%	21.7%
Cc1ccc(C(=O)Nc2ccccc2C(=O)N2CCCC2)cc1[N+](=O)[O-]	-3.5%	-2.4%	0.5%	4.0%	1.3%	-19.5%	1.1	-3.6%	-7.2%
Nc1c2c(nc3ccccc13)N(C1CCCCC1)CC2	0.0%	-7.6%	1.4%	4.0%	15.5%	-3.4%	-17.2	-10.0%	3.2%
O=C(CN1C(=O)NC2(CCCC2)C1=O)NCCc1ccc(Cl)cc1Cl	17.2%	-1.7%	nt	nt	18.2%	-11.6%	-8.7	-15.6%	nt
Cc1ccc(SCc2nc3ccccc3[nH]2)cc1	-0.4%	2.5%	-4.3%	?	6.2%	-22.5%	-0.2	-2.8%	9.9%
CC(=O)OC1CC(C)(C)N(OC(=O)c2ccccc2)C(C)(C)C1	14.7%	-4.6%	0.3%	-0.4%	6.8%	4.8%	1.7	-11.8%	6.9%
CCC(C)NC(=O)c1cc(Sc2nnc(C)s2)nc2ccccc12 (configuration not stated)	-1.5%	nt	-0.3%	-3.7%	nt	nt	nt	nt	1.1%
Cc1nc(SCN2C(=O)c3ccccc3C2=O)n[nH]1	5.4%	4.8%	-13.3%	-2.0%	11.3%	-12.1%	-6.0	-5.0%	50.6%
Cc1cc(C2=NNC(=NC3CC3)SC2)c(C)n1Cc1ccco1	16.5%	-13.3%	-0.8%	-13.1%	-11.2%	-14.6%	-0.6	-15.6%	43.5%
C/C=C(\C)CN1CCC(n2nccc2NC(=O)CCOc2ccccc2)CC1	4.5%	-4.2%	4.3%	-10.9%	15.2%	-8.5%	-4.2	-13.3%	0.9%
O=C(Cc1ccccc1)NCC(=O)OCC(=O)c1ccc([N+](=O)[O-])cc1	0.3%	-1.5%	0.2%	-5.0%	10.1%	-5.7%	9.8	-12.1%	23.5%
CCc1ccc(NCc2cc3cc4c(cc3n(CC(=O)Nc3ccccc3C)c2=O)OCCO4)cc1	nt	-2.8%	-11.5%	117.1%[activator]	?	-0.7%	8.4	-7.3%	52.4%
O=C1S/C(=C\c2ccc(O)c([N+](=O)[O-])c2)C(=O)N1c1ccccc1Cl	3.7%	2.1%	1.6%	12.6µM*	?	?	-6.0	-11.5%	-22.1%
CCc1ccc(NC(=O)CSc2ccc(-c3sc(C)nc3C)nn2)cc1	25.9%	4.7%	-4.9%	?	-7.1%	2.5%	-4.3	-5.3%	?
Cc1ccccc1C(=O)Nc1sc2c(c1C(=O)NCc1ccco1)CCC(C(C)(C)C)C2 (configuration not stated)	nt	nt	-15.5%	33.8%[activator]	-3.9%	nt	-3.2	-19.2%	1.0%
Cc1ccc(C(=O)N(Cc2nc(-c3ccc(C)cc3)no2)C(C)C)cc1	-1.5%	-6.2%	-7.2%	-5.9%	9.5%	-19.1%	-0.3	-23.0%	18.2%
O=C(NCCc1ccc(Cl)cc1)c1cnc2sc(N3CCCCC3)nn2c1=O	nt	-1.6%	-0.2%	-10.5%	20.8%	-15.6%	-3.7	-1.1%	6.0%
Cc1cc(C(=O)N2CCN(c3cccc(C)c3C)CC2)c2c(C)nn(-c3ccccc3)c2n1	nt	-2.3%	-3.9%	-8.7%	8.2%	-28.1%	-7.3	-2.0%	11.6%
Cc1ccc(S(=O)(=O)c2ccc(Cl)cc2)cc1S(=O)(=O)N(C)CC(=O)O	3.3%	-1.2%	3.2%	-2.6%	7.8%	-13.0%	-4.2	-8.4%	?
C=C1N(c2ccccc2)C(=O)OC1(C)C	3.1%	-3.4%	4.3%	6.9%	-5.2%	-7.7%	-11.3	-9.6%	1.5%
COCCN(CCOC)C(=O)c1ccc(SCc2ccc(C)cc2)c([N+](=O)[O-])c1	6.5%	-6.5%	-9.5%	?	-3.6%	-3.4%	-7.9	-9.5%	0.5%
COc1ccccc1CN(C)S(=O)(=O)c1cccs1	20.8%	8.3%	-3.5%	-21.4%	3.6%	-13.5%	-0.8	-1.6%	13.1%
CN(C)/C=N/c1cc(=O)n(C)c(=O)n1Cc1ccccc1	-10.3%&1.0%	-2.6%	-8.8%&-1.1%	-5.6%&-7.5%	6.8%	-9.0%	0.9	8.1%	-6.1%
COc1ccc(C(CC(=O)O)NS(=O)(=O)c2ccc(C)cc2)cc1 (configuration not stated)	4.4%	-2.5%	-4.8%	-4.0%	-2.2%	-6.8%	-13.0	-27.9%	30.8%
Cc1ccc(-c2nnc3sc(CCc4ccccc4)nn23)cc1	0.5%	4.4%	0.0%	-11.6%	?	-7.9%	-2.2	-1.6%	7.4%
CCOCCCNC(=O)C1CCC(CNS(=O)(=O)c2ccc(F)cc2)CC1 (configuration not stated)	-5.7%	0.9%	1.9%	-6.7%	11.8%	-1.8%	-1.7	-10.8%	27.7%
O=C(Nc1ccccn1)C1CCN(S(=O)(=O)c2ccc3c(c2)OCCCO3)CC1	-5.5%	-1.9%	nt	nt	33.7%[activator]	-2.5%	-9.4	-10.0%	nt

Not a retest: an excerpt of the list.
SMILES	APE1 inh	GRP78 ERSR act	BLM inh	Anesthetic bind	POLI inh	Pol eta inh	LDHA inh	POLK inh	Pol beta inh
COc1ccccc1CN(C)S(=O)(=O)c1cccs1	20.8%	8.3%	-3.5%	-21.4%	3.6%	-13.5%	-0.8	-1.6%	13.1%
CN(C)/C=N/c1cc(=O)n(C)c(=O)n1Cc1ccccc1	-10.3%&1.0%	-2.6%	-8.8%&-1.1%	-5.6%&-7.5%	6.8%	-9.0%	0.9	8.1%	-6.1%
COc1ccc(C(CC(=O)O)NS(=O)(=O)c2ccc(C)cc2)cc1 (configuration not stated)	4.4%	-2.5%	-4.8%	-4.0%	-2.2%	-6.8%	-13.0	-27.9%	30.8%
Cc1ccc(-c2nnc3sc(CCc4ccccc4)nn23)cc1	0.5%	4.4%	0.0%	-11.6%	?	-7.9%	-2.2	-1.6%	7.4%
CCOCCCNC(=O)C1CCC(CNS(=O)(=O)c2ccc(F)cc2)CC1 (configuration not stated)	-5.7%	0.9%	1.9%	-6.7%	11.8%	-1.8%	-1.7	-10.8%	27.7%
O=C(Nc1ccccn1)C1CCN(S(=O)(=O)c2ccc3c(c2)OCCCO3)CC1	-5.5%	-1.9%	nt	nt	33.7%[activator]	-2.5%	-9.4	-10.0%	nt

Screening data deposited in PubChem BioAssay by National Center for Advancing Translational Sciences (NCATS).
